Assay outcomes: PubChem BioAssay, Vanderbilt High Throughput Screening Facility
AMPAR-TARP mod: modulates AMPAR-stargazin complexes; O88602+P19491; HEK293 GluA2+stargazin, membrane potential dye (FDSS), glutamate EC50; hits were called plate by plate, in both directions; calls only at 30 µM; 3.5% of 40,000 active;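 active means any of four per-well response measures lying three or more SD from its plate-wide compound average, in either direction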
Target sequence (O88602 whole entry, looked up): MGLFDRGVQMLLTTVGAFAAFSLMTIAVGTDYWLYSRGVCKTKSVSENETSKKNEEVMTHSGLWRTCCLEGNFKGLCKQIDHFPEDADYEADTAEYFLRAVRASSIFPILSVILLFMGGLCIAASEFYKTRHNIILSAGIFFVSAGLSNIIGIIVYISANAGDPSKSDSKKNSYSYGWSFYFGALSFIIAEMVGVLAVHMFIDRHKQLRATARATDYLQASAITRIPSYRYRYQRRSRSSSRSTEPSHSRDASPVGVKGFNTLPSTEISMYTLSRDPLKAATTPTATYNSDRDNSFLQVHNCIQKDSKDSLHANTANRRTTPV
Target sequence (P19491 whole entry, looked up): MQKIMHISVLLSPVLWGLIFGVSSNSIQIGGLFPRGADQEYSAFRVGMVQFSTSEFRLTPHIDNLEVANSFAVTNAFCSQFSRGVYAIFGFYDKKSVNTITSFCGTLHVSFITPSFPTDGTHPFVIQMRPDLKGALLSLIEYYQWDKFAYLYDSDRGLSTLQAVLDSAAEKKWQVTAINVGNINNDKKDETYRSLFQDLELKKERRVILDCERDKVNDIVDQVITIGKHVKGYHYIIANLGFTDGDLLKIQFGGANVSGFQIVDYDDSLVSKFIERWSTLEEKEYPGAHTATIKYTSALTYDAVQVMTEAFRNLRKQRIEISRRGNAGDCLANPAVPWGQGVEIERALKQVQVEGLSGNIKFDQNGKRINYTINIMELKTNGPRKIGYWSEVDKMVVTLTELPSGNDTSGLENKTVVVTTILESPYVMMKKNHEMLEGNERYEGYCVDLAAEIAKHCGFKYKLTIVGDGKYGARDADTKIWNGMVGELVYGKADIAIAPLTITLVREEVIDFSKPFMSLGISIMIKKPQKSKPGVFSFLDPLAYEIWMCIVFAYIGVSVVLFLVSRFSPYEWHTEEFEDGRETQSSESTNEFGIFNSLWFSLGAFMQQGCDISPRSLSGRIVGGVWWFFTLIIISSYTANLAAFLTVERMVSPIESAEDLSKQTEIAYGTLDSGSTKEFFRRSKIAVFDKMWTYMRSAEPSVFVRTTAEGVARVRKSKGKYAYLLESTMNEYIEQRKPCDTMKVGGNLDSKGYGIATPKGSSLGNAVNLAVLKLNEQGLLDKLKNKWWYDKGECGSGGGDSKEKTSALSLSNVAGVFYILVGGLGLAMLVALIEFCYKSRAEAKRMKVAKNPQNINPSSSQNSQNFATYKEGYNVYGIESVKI
AMPAR-TARP mod agonism max-min: further read-out of AMPAR-TARP mod, marked with its call; compound max-min signal; compound-alone response (agonism);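 unitless range of fluorescence divided by baseline over first 100 seconds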
AMPAR-TARP mod glutamate slope: recorded beside AMPAR-TARP mod, whose call it bears; glutamate slope, % of max; measured here: glutamate response slope, % max;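 scaled per plate between vehicle wells and maximal 1 mM glutamate control wells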
Active calls of the source: *; i = inactive; + = active, no number. The list is partial, so the mix of outcomes need not match the whole.

Molecule	AMPAR-TARP mod agonism max-min	AMPAR-TARP mod glutamate slope	AMPAR-TARP mod
Cc1cccc(N2CCN(C(=O)c3sc(-n4cccc4)nc3C)CC2)c1	0.101	57.9	i
O=C(Nc1ccccc1Cl)N1CCN(c2nc3ccc(F)cc3s2)CC1	0.078	61.6	i
O=C(CCSc1ccccc1)NC1CCCC(O)C1 (configuration not stated)	0.165	79.7	i
COc1cc(C(=O)NC2C=CS(=O)(=O)C2)cc(OC)c1OC (configuration not stated)	0.102	64.2	i
CCOC(=O)N1CCN(C(=O)Cn2cnc(-c3ccc(C)cc3)cc2=O)CC1	0.0955	36.4	i
O=S(=O)(c1ccc(F)cc1)N1CCN(c2ccc3nnc(-c4ccco4)n3n2)CC1	0.252*	38.9*	+
CC1CCN(S(=O)(=O)c2ccc3nn(CCc4ccccc4)c(=O)n3c2)CC1	0.0813	62.1	i
CCOC(=O)c1c(SCC(=O)Nc2cccc(OC)c2)nc(=O)[nH]c1C	0.0558	43.0	i
O=C(CN1C(=O)c2ccccc2C1=O)NCc1cccc(Oc2ccc(F)cc2)c1	0.0795	66.3	i
O=C(NCC1COC2(CCCCC2)O1)c1ccccc1C(F)(F)F (configuration not stated)	0.0367	93.3	i
COc1ccccc1-c1ccc(N2CCN(C(=O)Cc3cccc(C)c3)CC2)nn1	0.049	35.8	i
Cc1ccc(C)c(-n2c(C)cn3c4c(=O)n(CC(=O)C(C)(C)C)c(=O)n(C)c4nc23)c1	0.0634	34.9	i
CC12CC(NC(=O)N1CCc1ccccc1)c1cc(Br)ccc1O2 (configuration not stated)	0.118	69.5	i
COc1ccc(CNC(=O)Cn2nc3c(c2NC(=O)c2cccs2)CSC3)cc1	0.138	43.1	i
CCOc1ccc(NC(=O)Nc2ccc(C)c(N3CCCCC3=O)c2)cc1	0.0764	57.6	i
CCSc1ccc(NC(=O)c2ccco2)nn1	0.0815	47.4	i
O=C(NCCS(=O)(=O)N1CCN(CCc2ccccc2)CC1)c1ccc(Cl)cc1	0.0715	59.0	i
O=C(Cc1cc(-c2ccc3c(c2)OCO3)on1)Nc1ccc(F)c(F)c1F	0.0508	28.0	i
COc1ccc(OCC(=O)Nc2cc(C)nn2C2CCS(=O)(=O)C2)cc1 (configuration not stated)	0.0496	37.5	i
COc1ccc(S(=O)(=O)NCC(c2cccn2C)N(C)C)cc1F (configuration not stated)	0.0526	64.9	i
Cc1ccc(Cl)cc1-n1nnnc1SCC(=O)Nc1ccc2nccnc2c1	0.0811	67.5	i
CCS(=O)(=O)c1ccc(CC(=O)Nc2ccc3c(c2)C(=O)NC3=O)cc1	0.0844	54.2	i
COc1ccc(C)cc1S(=O)(=O)Nc1ccc2c(c1)CCC(=O)N2	0.0812	13.9	i
COCCNC(=O)C(=O)NCCCN1CCN(c2ccccc2)CC1	0.105	71.4	i
Cc1cc(C)cc(C(=O)Nn2cnc3c(cnn3C(C)(C)C)c2=O)c1	0.0578	58.9	i
O=C(Nc1nnc(Cc2cccs2)o1)c1cc2ccccc2oc1=O	0.272*	59.5*	+
COc1ccc(C(=O)N2CCc3cc(S(=O)(=O)NC4CCCC4)ccc32)cc1OC	0.107	69.5	i
Cc1c(CCC(=O)O)c(C)n2c(nc3ccccc32)c1C(N)=O	0.129	57.1	i
COc1ccc(C(CNC(=O)c2ccc3ccccc3c2)N2CCOCC2)cc1 (configuration not stated)	0.0429*	105.0*	+
Cc1ccc(Oc2ccc(N(C)C(=O)c3cccc(F)c3)cc2)nn1	0.0703	62.7	i
O=C(CN1C(=O)c2ccccc2S1(=O)=O)Nc1cccc(C(F)(F)F)c1	0.107	53.5	i
CC(CCc1ccccc1)NC(=O)C1CCC(Cn2c(=S)[nH]c3ccccc3c2=O)CC1 (configuration not stated)	0.114	64.0	i
CC1(C)C2CCC1(C)C(OCC(O)CN1CCOCC1)C2 (configuration not stated)	0.0724	65.3	i
CS(=O)(=O)N1N=C(c2cccs2)CC1c1ccc2c(c1)OCO2 (configuration not stated)	0.0255	54.5	i
O=C(Cn1cc(-c2nnc(-c3ccccc3)o2)c2ccccc21)NCc1ccccc1	0.0961	61.3	i
CC(=O)CN1N=C(c2ccccc2)Cn2c1nc1c2c(=O)n(CC(C)=O)c(=O)n1C	0.0688	29.1	i
CCCCS(=O)(=O)NCC#CCN1CCc2ccccc2C1	0.0439	50.2	i
Cn1ccnc1N1CCN(C(=O)c2cc(=O)c3ccccc3o2)CC1	0.12	66.9	i
Cc1ccc(S(=O)(=O)NCC(=O)N/N=C/c2c[nH]c3ccccc23)cc1	0.109	61.1	i
Cc1ccc(Cn2c(CO)cnc2SCc2cccc([N+](=O)[O-])c2)cc1	0.123	53.3	i
CCN1CCN(S(=O)(=O)CCNC(=O)CCc2ccc(OC)cc2)CC1	0.0628	44.7	i
Cc1cc(C(=O)N2CCOCC2)nn1CC(=O)Nc1nccs1	0.0892	69.4	i
CC(C)(C)CC(=O)N1CCN(c2ncnc3c2nnn3-c2cccc(F)c2)CC1	0.0716	56.9	i
Cc1cc(NC(=O)c2c(F)cccc2Cl)n(-c2nc3c(cnn3-c3cccc(Cl)c3)c(=O)[nH]2)n1	0.127	54.8	i
O=C(Nc1ccc2c(c1)OCCO2)C1CCN(S(=O)(=O)c2ccc(Cl)cc2)CC1	0.0878	38.0	i
Cc1ccccc1-n1c(C)c(C)n2c3c(=O)n(CC(N)=O)c(=O)n(C)c3nc12	0.029	47.9	i
COc1ccc(S(=O)(=O)Nc2ccccc2C(=O)NCc2ccccc2)cc1C	0.0589	2.6	i
Cc1cc([N+](=O)[O-])ccc1NC(=O)C(C)N1C(=O)c2ccccc2S1(=O)=O (configuration not stated)	0.123	54.3	i
COc1ccc(CCNC(=O)NCC(O)c2ccc(C(F)(F)F)cc2)cc1 (configuration not stated)	0.136	60.7	i
Nc1c(C(=O)NCc2ccco2)sc(=S)n1Cc1ccccc1	0.132	61.6	i
Cc1ccc2nc(NC(=O)CSc3nnc(Cc4c(C)[nH]c(=O)[nH]c4=O)o3)sc2c1	0.0695	60.8	i
COC(=O)Cn1c(=NC(=O)c2ccn(C)n2)sc2cc(C)ccc21	0.0745	60.4	i
COCCCNC(=O)C(=O)Nc1c2c(nn1-c1ccccc1)CS(=O)(=O)C2	0.0859	52.3	i
COc1ccc(-c2nnc(NC(=O)c3ccn(C)n3)o2)cc1OC	0.195	49.2	i
COCCn1c(=O)c2c(nc(-n3nc(C)cc3C)n2Cc2cccc(C)c2)n(C)c1=O	0.0214	45.7	i
O=C(Nc1nc(-c2cc(Cl)ccc2Cl)cs1)c1ccno1	0.123	61.6	i
CN1CCC(CNC(=O)C(=O)Nc2ccc(C(F)(F)F)cc2)CC1	0.0681	57.2	i
COCCn1c(=O)c2c(nc3n2CC(C)CN3c2ccc(Oc3ccccc3)cc2)n(C)c1=O (configuration not stated)	0.0761	58.3	i
O=C(CCn1c(=O)[nH]c2ccccc2c1=O)Nc1ccc(Cl)cc1	0.11	53.2	i
CN1CCc2c(sc(NC(=O)CS(=O)(=O)c3ccccc3)c2-c2nc3ccccc3s2)C1	0.104	62.5	i

Next section:
Molecule	AMPAR-TARP mod agonism max-min	AMPAR-TARP mod glutamate slope	AMPAR-TARP mod
CC(C)c1ccc(NC(=O)C(=O)NCC2CCN(Cc3ccco3)CC2)cc1	0.0864	52.2	i
Cc1cc(=O)[nH]c(-n2nc(C)c(CCC(=O)NC(C)CCc3ccccc3)c2C)n1 (configuration not stated)	0.0772	63.2	i
Cc1cc(NS(=O)(=O)c2ccc3c(c2)OCCO3)ccc1N1CCCC1=O	0.0485	70.9	i
O=C(CCc1csc(NS(=O)(=O)c2ccccc2)n1)NCc1ccc2c(c1)OCO2	0.0877	60.6	i
COc1cn(CC(=O)NCc2ccco2)c(CSc2nnnn2C)cc1=O	0.118	54.2	i
CC(C)N(CC(O)COc1cccc2ccccc12)C(C)C (configuration not stated)	0.0781	43.1	i
COC(=O)c1ccc(NC(=O)c2cc(-c3ccco3)nc3c2c(C)nn3C2CCS(=O)(=O)C2)cc1 (configuration not stated)	0.0441	26.5	i
COc1ccccc1-n1ccnc(NCCc2ccccc2)c1=O	0.117	65.1	i
CCc1nnc(NS(=O)(=O)c2ccc(NC(=O)c3ccc(C(C)=O)cc3)cc2)s1	0.112	77.0	i
CSc1ccccc1CN1CCC(CNC(=O)c2cc(=O)c3ccccc3o2)CC1	0.0533	38.6	i
CSCCn1c(=NC(=O)C2=COCCO2)sc2cc(C)c(C)cc21	0.0526	42.8	i
Cn1nnc2c(N3CCN(CC(=O)NCCc4ccccc4)CC3)ncnc21	0.0764	43.2	i

Single records, from the list above. Order of values: AMPAR-TARP mod agonism max-min, AMPAR-TARP mod glutamate slope, AMPAR-TARP mod
Results for CSCCn1c(=NC(=O)C2=COCCO2)sc2cc(C)c(C)cc21 = 0.0526, 42.8, i
Results for COc1ccc(C(CNC(=O)c2ccc3ccccc3c2)N2CCOCC2)cc1 (configuration not stated) = 0.0429*, 105.0*, +
Results for COc1cn(CC(=O)NCc2ccco2)c(CSc2nnnn2C)cc1=O = 0.118, 54.2, i
Results for Cc1ccccc1-n1c(C)c(C)n2c3c(=O)n(CC(N)=O)c(=O)n(C)c3nc12 = 0.029, 47.9, i

Next records follow:
Molecule	AMPAR-TARP mod agonism max-min	AMPAR-TARP mod glutamate slope	AMPAR-TARP mod
CN1CCOc2ccc(NC(=O)C3CC(=O)N(c4ccc(F)cc4)C3)cc2C1=O (configuration not stated)	0.123	51.1	i
O=S(=O)(c1ccc(Cl)s1)N1CCN(Cc2nc(-c3ccccc3)cs2)CC1	0.117	55.3	i
COc1ccc(NC(C)=O)cc1NS(=O)(=O)CCOc1ccc(F)cc1	0.11	50.8	i
COc1ccc(-n2nnc3c(N4CCN(C(=O)c5ccccc5Br)CC4)ncnc32)cc1	0.198	64.2	i
COCCNC(=O)C(=O)Nc1c2c(nn1-c1ccc(C)cc1C)CS(=O)(=O)C2	0.095	96.3	i
CCCc1nnc(NC(=O)CSc2ccc(NC(=O)c3ccco3)nn2)s1	0.0644	41.4	i
COCCN1CCC(CNS(=O)(=O)c2ccc(F)c(Cl)c2)CC1	0.0326	56.1	i
COc1ccc(S(=O)(=O)NCC(c2ccsc2)N2CCc3ccccc3C2)cc1C (configuration not stated)	0.0646	52.0	i
O=C(NCC(c1cccs1)N1CCOCC1)c1cccs1 (configuration not stated)	0.0439	56.2	i
COc1cccc(C(=O)Nc2ccc3c(c2)CCC(=O)N3C)c1OC	0.0722	57.3	i
O=C(Cc1ccccc1)N1CCN(S(=O)(=O)N2CCOCC2)CC1	0.063	60.1	i
CN1CCN(C(CNC(=O)c2ccc3nsnc3c2)c2ccc(F)cc2)CC1 (configuration not stated)	0.0924	51.2	i
COc1ccc(S(=O)(=O)N2CCCC(C)C2)c(C)c1C (configuration not stated)	0.0568	53.8	i
O=C(CCCNC(=O)c1cccc(C(F)(F)F)c1)Nc1cccc2cccnc12	0.122	58.8	i
Cn1c(=O)c2c(nc(N3CCCC3)n2CC(O)COc2ccccc2)n(C)c1=O (configuration not stated)	0.0663	55.6	i
Cc1cc(C)n(-c2nc3c(c(=O)n(CC(N)=O)c(=O)n3C)n2CC(C)C)n1	0.0505	36.2	i
COc1cccc(CNC(=O)C(=O)NCCc2cccs2)c1	0.131	42.0	i
COc1ccc(CC(=O)NCc2ccsc2)cc1OC	0.0947	53.8	i
Cc1ccc(NC(=O)c2ccncc2)c(NC(=O)c2ccncc2)c1	0.0809	8.6	i
COc1ccc2nc(-c3ccc(NS(=O)(=O)c4ccccc4Cl)cc3)cn2n1	0.0991	61.5	i
CC(C)C12C=CC(C)(CC1)C1C(=O)N(c3ccccc3)C(=O)C12 (configuration not stated)	0.114	61.5	i
O=C(Cn1nc(-n2cccn2)ccc1=O)Nc1ncccn1	0.129	57.5	i
O=C(Cn1cccn1)N1CCn2c1nc1ccccc12	0.101	47.8	i
COc1ccc(-c2noc(C3CCCN(S(=O)(=O)c4ccc(C)cc4)C3)n2)cc1OC (configuration not stated)	0.0816	56.5	i
COc1ccc(S(=O)(=O)CCC(=O)Nc2nc(-c3nc4ccccc4s3)cs2)cc1	0.122	61.4	i
CCc1nnsc1C(=O)Nc1c(C(=O)Nc2ccccc2)oc2ccccc12	0.091	65.9	i
COc1ccc(OC)c(-c2ccc(=O)n(CC(=O)Nc3ccc(NC(C)=O)cc3)n2)c1	0.0785	93.5	i
O=C(Nc1cc(-c2cccs2)nn1CCO)C1COc2ccccc2O1 (configuration not stated)	0.145	51.0	i
CCCn1nc(-c2ccc(OC)c(OC)c2)ccc1=O	0.114	102.7	i
O=S(=O)(NCc1ccsc1)c1ccc(F)c(Cl)c1	0.0864	20.5	i
